Screening data deposited in PubChem BioAssay by several laboratories.
RTF Ca sens act = cardiac RTF calcium sensitivity activators, primary screen, biochemical, IANBD-TnC fluorescence, EC20 calcium. Troponin I, cardiac muscle (Homo sapiens) + Troponin T, cardiac muscle (Homo sapiens) + …. IANBD-labeled TnC RTF fluorescence at EC20 calcium; 0% EC20 calcium, 100% full calcium. activation, % at 7.2 µM. 340,000 compounds, 0.24% hits. AID 493008, 2010;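 active means activation above the mean over all tested compounds plus 3 SD, cut at about 30% in these data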;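 further: rise in fluorescence read as greater calcium sensitivity of cardiac thin filaments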
Rtt109 HAT inh = inhibitors of C. albicans Rtt109/Vps75 HAT, primary screen, biochemical, ThioGlo CoA-SH fluorescence, plate reader; inhibition, % at 34.9 µM; 330,000 compounds, 0.16% hits; purified Rtt109/Vps75, 4 h; AID 540336, 2011;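 active means inhibition of at least 50% in every replicate; inconclusive means best replicate reaches 50% inhibition but some replicates fall short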
DAGLB inhibitor = DAGLB lipase inhibitors, primary screen, biochemical, fluorescence, HTS | HEK293T DAGLB membrane lysate, EnzChek fluorogenic substrate | inhibition, % at 5.17 µM | 340,000 compounds, 0.059% hits; in the data active means inhibition above about 34%;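 further: 0% = enzyme with vehicle and 100% = wells lacking enzyme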
Keap1-Nrf2 PPI = Keap1-Nrf2 protein-protein interaction inhibitors, primary screen, biochemical, fluorescence polarization, single point | AID 504523, 2011 | Keap1 Kelch-Nrf2 peptide fluorescence polarization, 1536-well | Kelch-like ECH-associated protein 1 (Homo sapiens), Q14145 | inhibition, % at 9.4 µM | 340,000 compounds, 0.15% hits; in the data active means inhibition above about 12%; inconclusive means no clear call, values can overlap the other calls; inactive means below about 7.3%;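 further: human Keap1 Kelch domain with fluorescein labeled Nrf2 9mer peptide probe; 0% = neutral control wells and 100% = peptide positive control; higher means more block of Keap1 binding to Nrf2 peptide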
Target sequence (Q14145 whole entry, looked up, the tested form may be a part): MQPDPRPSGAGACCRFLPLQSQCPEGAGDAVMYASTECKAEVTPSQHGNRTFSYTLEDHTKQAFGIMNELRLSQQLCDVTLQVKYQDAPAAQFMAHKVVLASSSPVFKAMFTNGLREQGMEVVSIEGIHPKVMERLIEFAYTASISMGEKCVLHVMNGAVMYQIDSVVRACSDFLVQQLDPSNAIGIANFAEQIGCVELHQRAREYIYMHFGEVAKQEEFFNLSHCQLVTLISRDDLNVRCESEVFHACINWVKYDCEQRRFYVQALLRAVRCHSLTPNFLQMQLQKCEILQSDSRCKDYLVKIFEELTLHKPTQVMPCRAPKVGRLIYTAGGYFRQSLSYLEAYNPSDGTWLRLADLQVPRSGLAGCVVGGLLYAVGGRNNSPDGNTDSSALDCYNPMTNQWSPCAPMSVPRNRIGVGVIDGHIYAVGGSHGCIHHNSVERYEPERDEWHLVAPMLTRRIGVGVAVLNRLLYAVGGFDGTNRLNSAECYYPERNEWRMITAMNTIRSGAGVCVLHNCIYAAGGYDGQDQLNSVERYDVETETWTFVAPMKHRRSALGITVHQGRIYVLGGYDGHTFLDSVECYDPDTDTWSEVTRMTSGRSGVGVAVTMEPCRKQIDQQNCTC
CAL PDZ FP-1 = CAL PDZ peptide-binding inhibitors, primary screen, biochemical, fluorescence polarization, Cer-tagged CAL PDZ, HTS; AID 504414, 2011; 330,000 compounds, 0.02% hits; purified CAL PDZ, TMR-peptide fluorescence polarization, 1 h; inhibition, % at 20 µM;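 active means highest replicate inhibition of at least 40%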;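 further: plate controls were DMSO neutral control wells for no effect and unlabeled competitor peptide control wells for full effect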
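System: tagged CAL PDZ domain. Schedule: 1 h room-temperature incubation prior to read. Signal: fluorescence polarization (mP). Measure: percent inhibition from loss of millipolarization.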
CAL PDZ FP-2 = untagged CAL PDZ binding inhibitors, primary screen, biochemical, fluorescence polarization, HTS; Golgi-associated PDZ and coiled-coil motif-containing protein (Homo sapiens), Q9HD26; purified CAL PDZ, TMR-peptide fluorescence polarization, 1 h; inhibition, % at 24.9 µM; 300,000 compounds, 0.92% hits; AID 602252, 2012;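 active means mean inhibition of at least 30% with at least half of replicates also reaching 30%; inconclusive means no clear call, values can overlap the other calls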;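 further: 0% = DMSO neutral control and 100% = excess unlabeled competitor peptide PRC23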
LANA DNA inh = inhibitors of KSHV C-LANA binding to DNA, primary screen, biochemical, fluorescence polarization, FAM-LBS DNA, MBP-C-LANA, single point | Kaposi's sarcoma herpesvirus LANA C-terminal domain (residues 932-1162) DNA binding | inhibition, % at 9 µM | 340,000 compounds, 0.078% hits;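 active means highest replicate inhibition at or above 60% at 9 µM, even if other replicates fall short; inactive means all replicates below 60% inhibition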;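 further: 0% = neutral control wells and 100% = 4 µM acridine orange control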
SR-BI DiI-HDL act = activators of SR-BI mediated DiI-HDL uptake, primary screen, ldlA[mSR-BI] CHO cells, DiI fluorescence. 3 h; 100 = double the neutral-control signal. activation, % at 12.5 µM. 320,000 compounds, 0.096% hits. AID 504775, 2011;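 active means mean replicate activation of at least 60% and every replicate at or above 60%; inconclusive means mean or all-replicate condition met, but not both; inactive means mean below 60% and not all replicates reaching 60%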;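 further: 0% = median plate neutral-control signal and 100% = twice that signal; values of inactives mirror those of a sister screen read the other way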
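Assay system: CHO ldlA[mSR-BI] cells, LDL receptor-null, SR-BI overexpressing; medium: Ham's F12 with 0.5% BSA, HEPES 25 mM, pH 7.4; also added: DiI-HDL 10 µg/mL; timing: 3 h uptake period with compound, 37 °C; signal: DiI fluorescence, bottom read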
PKA-R2B activ = activators of PKA-R2B holoenzyme, primary screen, biochemical, fluorescence polarization, Cy5-IP20, human | cAMP-dependent protein kinase catalytic subunit beta (Homo sapiens) + cAMP-dependent … | activation, % at 11.4 µM | 340,000 compounds, 0.079% hits | PKA-R2B holoenzyme dissociation; R2B truncated from residue 108, S112A mutant; 0% DMSO only, 100% 113 µM cGMP;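 active means activation above a cutoff set at the mean over all compounds plus 3 SD, cut at about 18% in these data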;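 further: higher means more holoenzyme dissociation and a rise in polarization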
Target sequence (P31323 whole entry, looked up, other chains not shown, the tested form may be a part): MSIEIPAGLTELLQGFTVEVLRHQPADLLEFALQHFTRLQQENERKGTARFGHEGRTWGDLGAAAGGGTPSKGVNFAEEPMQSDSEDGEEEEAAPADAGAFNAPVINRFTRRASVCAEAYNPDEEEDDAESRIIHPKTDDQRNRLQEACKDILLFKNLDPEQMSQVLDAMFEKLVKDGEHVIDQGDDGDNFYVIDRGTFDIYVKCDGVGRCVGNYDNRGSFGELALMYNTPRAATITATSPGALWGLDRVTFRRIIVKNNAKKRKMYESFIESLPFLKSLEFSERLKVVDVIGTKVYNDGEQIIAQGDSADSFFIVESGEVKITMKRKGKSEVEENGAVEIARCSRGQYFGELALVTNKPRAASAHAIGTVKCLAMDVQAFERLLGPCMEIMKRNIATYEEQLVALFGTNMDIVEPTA
Cardiac RTF inh = cardiac RTF calcium sensitivity inhibitors, primary screen, biochemical, IANBD-TnC fluorescence, EC70 calcium. IANBD-labeled cardiac RTF, Ca2+ fluorescence. inhibition, % at 7.15 µM. 340,000 compounds, 0.12% hits;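 active means inhibition above the mean inhibition of all tested compounds plus 3 SD, cut at about 17% in these data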;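 further: assay run at fixed EC70 calcium of 1.6 mM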
* marks the source's active call; other numbers are inactive results; u = inconclusive; x = not tested or not shown; & = joins results of further samples.

SMILES	RTF Ca sens act	Rtt109 HAT inh	DAGLB inhibitor	Keap1-Nrf2 PPI	CAL PDZ FP-1	CAL PDZ FP-2	LANA DNA inh	SR-BI DiI-HDL act	PKA-R2B activ	Cardiac RTF inh
C=CCn1c(SCC(=O)NC(=O)NCC(C)C)nnc1C1CCCCC1	-2.0	15.8	-1.5	-0.9	-0.3	6.8	-0.8	11.7	1.1	-2.0
Cc1cccc(NC(=O)Cc2ccc(Br)cc2)n1	6.3	-5.9	-0.9	-2.0	-2.9	-5.5	-0.9	-2.7	1.0	-8.0
CC(C)CN(C1CCS(=O)(=O)C1)S(=O)(=O)c1ccc2ccccc2c1 (stereo not given)	-4.0	-4.2	2.3	1.4	-2.9	-3.8	0.6	-0.9	-9.9	-6.8
O=C(COC(=O)c1cccnc1Nc1ccccc1F)NCCN1C(=O)CSC1=O	7.0	x	0.1	1.1	-3.1	-4.2	1.1	-48.5	-1.0	5.8
C/C(=N\NC(=O)c1ccc(-n2cnnn2)cc1)c1ccc(Cl)cc1	-2.5	-3.3	0.0	1.3	0.3	-1.4	-0.1	16.5	-6.9	-1.0
CC(C)CCNC(=O)NC(=O)COC(=O)C1=COCCO1	-2.5	-1.4	3.5	0.7	0.1	-0.5	0.8	-6.8	-7.5	-11.1
CC1CCC2(CC1)NC(=O)N(CC(=O)c1ccc3c(c1)OCO3)C2=O (stereo not given)	-3.0	2.8	-0.5	-0.7	0.1	-8.8	-2.6	7.4	-1.8	-3.9
CN(C)c1ccc(CCc2ccc(N)cc2)cc1	2.5	-1.0	4.1	-0.6	-0.3	x	2.0	7.9	-6.9	-5.4
Cc1ccnc(NC(=O)c2ccc(N3C(=O)CCC3=O)cc2)c1	-5.9	-2.4	-2.5	-2.5	0.5	-1.8	-0.6	-20.1	2.7	6.4
Cc1ccc(OCCCC(=O)N2CCN(S(=O)(=O)c3cccc(F)c3)CC2)cc1	-9.3	1.2	-2.4	-3.1	-1.3	-1.0	0.1	4.0	-12.2	-2.1
Cc1ccc(S(=O)(=O)Nc2nc(CN3CCOCC3)nc3sc(C)c(C)c23)cc1	1.8	-2.7	-2.0	-2.3	-4.5	-0.9	-0.8	21.0	3.7	-5.0
O=C(CSc1ccsc1[N+](=O)[O-])N1CCN(c2ccccc2)CC1	-6.6	0.6	3.1	-1.4	0.2	-2.6	-1.1	-6.4	-11.9	-10.6
Brc1ccc(-c2csc(N3CCOCC3)n2)cc1	-1.8	0.9	-8.4	2.0	1.4	3.8	0.1	-0.3	11.6	2.0
COC(=O)c1ccc(C)c(NC(=O)c2ccc(Cn3cc([N+](=O)[O-])cn3)o2)c1	4.7	-5.0	0.8	-2.3	-3.5	-3.7	-0.1	-22.2	-6.6	-15.7
O=C(CCc1c[nH]c2ccccc12)NCc1cccc(Cl)c1	-4.2	-0.3	-2.4	2.3	-0.2	1.6	1.2	7.1	-2.0	6.4
O=C(CC(Cc1ccccc1)C(=O)O)Nc1ccc(Cl)c(Cl)c1 (stereo not given)	-8.6	13.7	1.1	-0.5	-0.7	x	-1.4	8.6	11.2	-1.4
COc1ccccc1NC(=O)CCSc1nc(C)cs1	-2.0	4.2	-2.1	1.7	0.3	-2.8	0.5	3.6	-8.6	4.7
CC(=O)c1ccc(N2CCN(C(=O)CCc3ccccc3)CC2)cc1	1.6	-4.0	-3.8	-1.4	-1.4	0.5	0.6	-31.9	2.6	-3.8
CSCC[C@H](NC(=O)C(C)Oc1ccc(Cl)cc1)c1nc2ccccc2[nH]1 (stereo not given in full)	-0.7	x	-1.9	-2.2	-3.2	-4.7	-0.4	18.0	3.2	-3.8
COCc1c(C(=O)OCc2c(C)noc2C)oc2ccccc12	6.6	8.6	-1.4	-2.9	-2.9	0.7	-1.1	5.9	-3.6	5.7
CCn1c(SCC(=O)N/N=C/C=C/c2ccco2)nnc1-c1ccc(OC)cc1	0.6	3.4	1.2	0.5	-3.0	-2.5	-0.8	-3.6	-3.3	6.4
Cc1cc(S(=O)(=O)N2CCN(C(=O)c3ccco3)CC2)ccc1F	4.9	7.0	0.8	0.8	-0.2	1.0	-1.4	0.4	6.0	-8.6
CC1CCCN(S(=O)(=O)Cc2ccc(Cl)cc2)C1 (stereo not given)	-6.1	6.5	-1.8	-7.1	0.6	-3.5	0.8	-2.4	-6.0	3.0
COc1ccc2cc3[n+](cc2c1OC)CCc1cc2c(cc1-3)OCO2	1.6&-8.2	-0.7&11.8	3.1&2.0	6.7&-26.7	-1.5&-0.7	-5.0&-3.2	1.6&40.8	0.8&23.1	2.7&-15.3	-10.5&-10.1
O=c1oc(-c2ccccc2NS(=O)(=O)c2ccc(F)cc2)nc2ccccc12	2.6	-3.9	5.8	-0.3	-1.3	x	-42.5	6.6	-5.5	-13.3
CCCCn1c(N)c(N(CC(C)C)C(=O)c2ccc3c(c2)NC(=O)C(C)S3)c(=O)[nH]c1=O (stereo not given)	-0.3	6.2	1.2	-6.6	-1.6	-2.4	-0.7	8.7	0.6	-10.5
COc1cc(OC)cc(C(=O)NNC(=O)Cc2cccs2)c1	-4.6	-1.1	1.7	-4.7	-0.5	-4.1	1.8	8.3	0.7	-7.7
COc1ccc(-c2nc(C#N)c(NCc3ccc(F)cc3)o2)cc1OC	1.7	-12.8	1.9	-2.3	x	-0.3	-2.1	-73.7	-4.3	-8.6
CN1C(=O)/C(=C/c2ccco2)SC1=Nc1ccc(N2CCOCC2)cc1	-3.9	-5.4	5.5	1.0	0.0	-8.0	-1.6	-9.3	4.8	15.3
CCOC(=O)C1=C(C)NC(C)=C(C(=O)OCC)C1C(=O)OCC(=O)NC	-2.9	-1.5	-2.0	-8.4	12.3	-6.4	2.6	54.1	5.3	-2.8
COc1ccc(NS(=O)(=O)c2ccc(C)c(C(=O)NCC(c3ccco3)N(C)C)c2)cc1 (stereo not given)	-4.4	4.0	2.6	-2.5	-0.1	-9.1	0.4	1.8	-10.8	-4.7
Cc1cc(C)cc(NC(=O)C2CCCN2C(=O)Oc2ccccc2)c1 (stereo not given)	-5.0	-4.9	1.3	-0.6	-0.3	-0.1	-0.3	3.1	4.9	-8.5
Cc1cc(C)c2c(c1)OC(O)(C(F)F)CC2=O (stereo not given)	0.4	-0.1	2.2	-4.0	-2.6	-2.5	-0.5	-1.8	0.7	-2.2
CCNC(=S)N1CCc2cc(OC)c(OC)cc2C1COc1ccccc1OC (stereo not given)	-2.2	0.6	-0.8	-7.8	-0.2	-4.1	-0.6	-60.1	2.8	-7.2
Cc1ccc(C(=O)Nc2cc3c(oc2=O)CCCC3=O)cc1	3.7	6.0	-1.3	-4.2	-2.7	-2.4	-0.8	4.3	-5.1	-4.0
Cn1c(=O)[nH]c(=O)c2c1nc(NCCCn1ccnc1)n2Cc1ccc(F)cc1	7.7	8.8	4.0	-3.4	-2.1	-1.4	0.1	17.8	-7.1	-3.5
CCc1cc(C(=O)Nc2ccc(C)cc2Br)cs1	-1.0	-1.0	-10.9	-1.1	-0.3	x	-0.1	-3.0	-6.3	5.1
COc1cccc(CN2CCN(Cc3ccc4c(NC(C)=O)cccc4n3)CC2CCO)c1 (stereo not given)	7.5	0.0	-0.5	-2.8	-1.0	-1.1	0.4	-1.1	-2.6	-0.6
COc1ccc(/C=N/NC(=O)c2cc(OC)c(OC)c(OC)c2)cc1CN1CCc2cc(OC)c(OC)cc2C1C (stereo not given)	15.9	-1.8	1.2	-4.0	-4.7	-2.0	-3.1	-60.2	-1.5	-17.7
Cc1c(C(=O)OCC(=O)NCCN2C(=O)CSC2=O)cccc1[N+](=O)[O-]	-5.2	-4.6	-0.1	3.4	-0.1	9.3	-7.9	-15.7	-0.7	1.8
O=C(CCSc1ccccc1)Nc1ncccn1	-4.1	-0.5	1.4	-2.0	-1.9	-2.2	1.2	3.5	-6.8	2.1
COc1ccccc1NC(=O)CN1CCN(CC(=O)Nc2ccccc2F)CC1	-3.0	0.0	0.9	1.4	-0.6	-1.3	1.1	x	1.8	-9.9
COc1ccc(-c2nc3ccccc3c(=O)n2CCOc2ccc(C)cc2C)cc1	-1.8	-0.2	-0.1	-7.3	-1.0	-6.8	0.7	-29.1	3.7	-3.8
CCOc1c(Cl)cc(CNCc2ccncc2)cc1OC	-4.4	-39.5	-1.3	-0.1	-0.1	-6.9	-0.8	-1.0	-0.1	-2.4
CNS(=O)(=O)c1cccc(C(=O)OCC(=O)N2CCCC2)c1	0.7	4.8	-2.6	2.1	-2.5	0.1	-1.6	x	-3.7	-3.3
O=C(Nc1ccc(Cl)cc1)P(=O)(O)c1ccccc1	-3.8	-16.8	2.8	-5.6	0.4	5.6	1.0	u	-7.5	2.6
C=CCn1c(SCC(=O)NCCc2ccccc2)nnc1C1CC1	-1.4	-18.3	0.9	-6.6	-0.5	x	-0.4	-11.0	-5.1	3.8
CCCCCn1nc(C(=O)N(CC(C)C)c2c(N)n(CCCC)c(=O)[nH]c2=O)c2ccccc2c1=O	6.5	4.0	16.3	-1.1	-2.1	10.9	-0.7	11.8	-3.8	-7.7
CCOc1ccc(/C=C2\SC(=S)N(CC(=O)N(CCO)C(C)(C)C)C2=O)cc1	-1.9	-4.6	-1.5	-2.1	-0.6	-2.1	0.7	-66.4	9.7	-2.2

Fetched by structure from above (2):
SMILES	RTF Ca sens act	Rtt109 HAT inh	DAGLB inhibitor	Keap1-Nrf2 PPI	CAL PDZ FP-1	CAL PDZ FP-2	LANA DNA inh	SR-BI DiI-HDL act	PKA-R2B activ	Cardiac RTF inh
CCOc1ccc(/C=C2\SC(=S)N(CC(=O)N(CCO)C(C)(C)C)C2=O)cc1	-1.9	-4.6	-1.5	-2.1	-0.6	-2.1	0.7	-66.4	9.7	-2.2
CCCCCn1nc(C(=O)N(CC(C)C)c2c(N)n(CCCC)c(=O)[nH]c2=O)c2ccccc2c1=O	6.5	4.0	16.3	-1.1	-2.1	10.9	-0.7	11.8	-3.8	-7.7
